# Assay outcomes (PubChem)
# Calb biofilm kill: clotrimazole potentiators killing Candida biofilms, primary screen, with clotrimazole, Alamar Blue. C. albicans biofilm + clotrimazole. inhibition, % at 6 µM. 85,000 compounds, 0.14% hits. AID 834, 2007;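 active = inhibition above 20%; inactive = inhibition below 20%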;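 also: preformed 24 hr biofilms exposed to compound for 48 hr; 0% = biofilm without compound and 100% = blank killed by clotrimazole plus chlorhexidine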
# ERb SRC1 inh: inhibitors of ERβ-SRC1 coactivator interaction, primary screen, biochemical, TR-FRET, ERβ LBD, SRC-1 peptide | Estrogen receptor beta (Homo sapiens), Q92731 | TR-FRET ER-beta LBD / SRC1-Cy5 peptide binding; receptor agonist-loaded with 1 µM estradiol | inhibition, % at 25.6 µM | 86,000 compounds, 1.3% hits | AID 633, 2007;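 active = compounds whose percent inhibition of the receptor-coactivator binding signal exceeds about 50% in the single-dose screen, limit read from the data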;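 also: 0% = receptor plus peptide wells without compound and 100% = peptide-only wells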
# Target sequence (Q92731 whole entry, looked up, the tested form may be a part): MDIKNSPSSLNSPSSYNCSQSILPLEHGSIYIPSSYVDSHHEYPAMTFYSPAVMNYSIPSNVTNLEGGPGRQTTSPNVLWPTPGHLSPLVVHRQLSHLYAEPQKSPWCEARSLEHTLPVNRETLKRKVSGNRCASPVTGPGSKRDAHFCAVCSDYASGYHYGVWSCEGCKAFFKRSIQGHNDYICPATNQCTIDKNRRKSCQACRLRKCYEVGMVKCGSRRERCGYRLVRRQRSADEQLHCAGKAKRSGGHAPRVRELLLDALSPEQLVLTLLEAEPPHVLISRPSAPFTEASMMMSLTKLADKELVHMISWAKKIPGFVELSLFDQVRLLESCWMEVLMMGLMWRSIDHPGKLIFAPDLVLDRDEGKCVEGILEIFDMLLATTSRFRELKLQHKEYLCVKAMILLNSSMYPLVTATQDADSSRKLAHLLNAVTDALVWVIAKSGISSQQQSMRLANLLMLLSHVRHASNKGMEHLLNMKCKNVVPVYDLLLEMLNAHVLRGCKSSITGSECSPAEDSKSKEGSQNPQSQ
# Smad3 FoxH1 inh: Smad3/FoxH1 peptide binding inhibitors, primary screen, biochemical, TR-FRET. 88,000 compounds, 0.29% hits. TR-FRET Smad3/Dy647-FoxH1 peptide binding, europium anti-His. AID 630, 2007. inhibition, % at 25 µM;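 active = compounds that reduce the energy-transfer binding signal between the protein and its labelled peptide by more than half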;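 also: 0% = Smad3 plus labelled peptide maximal FRET and 100% = peptide-only background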
# sEH inh: soluble epoxide hydrolase inhibitors, primary screen, biochemical, human sEH | inhibition, % at 2 µM | 91,000 compounds, 0.34% hits | recombinant human sEH enzymatic activity assay | Bifunctional epoxide hydrolase 2 (Homo sapiens), P34913 | AID 707, 2007; in the data active = inhibition above about 80%; also: values of inactives mirror those of a sister screen read the other way; many of its hits are not listed in these tables
# Target sequence (P34913 whole entry, looked up): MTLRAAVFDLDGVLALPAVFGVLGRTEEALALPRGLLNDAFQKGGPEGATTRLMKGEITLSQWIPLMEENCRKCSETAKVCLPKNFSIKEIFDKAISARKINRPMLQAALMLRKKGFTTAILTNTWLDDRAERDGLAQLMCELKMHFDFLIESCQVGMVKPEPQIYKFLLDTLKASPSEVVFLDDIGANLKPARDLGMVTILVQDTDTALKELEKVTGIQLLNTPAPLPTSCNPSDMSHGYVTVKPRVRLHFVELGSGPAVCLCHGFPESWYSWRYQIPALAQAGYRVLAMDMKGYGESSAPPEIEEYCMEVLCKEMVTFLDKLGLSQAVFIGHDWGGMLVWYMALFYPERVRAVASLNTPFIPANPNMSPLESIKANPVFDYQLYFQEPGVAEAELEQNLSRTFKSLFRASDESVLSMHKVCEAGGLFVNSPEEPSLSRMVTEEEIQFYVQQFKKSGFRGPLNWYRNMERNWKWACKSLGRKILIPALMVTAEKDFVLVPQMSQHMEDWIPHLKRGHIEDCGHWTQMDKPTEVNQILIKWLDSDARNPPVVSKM
# TNFa cytotox: cytotoxicity in TNFa-stimulated HUVEC, primary screen, cytotoxicity control for VCAM1 expression modulator project, imaging, Hoechst nuclei count; 93,000 compounds, 0.17% hits; cell count reduction, % at 2 µM; HUVEC TNFalpha-stimulated, Hoechst cell count;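 active = cell count reduction exceeding the screen mean by over 5 SD, scaled to untreated wells per plate, cut at about 78% in these data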;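 also: cells counted after 24 h of TNF alpha exposure following the 1 h pretreatment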
# sEH activator: soluble epoxide hydrolase activators, primary screen, biochemical, human sEH; activation, % at 2 µM; purified human sEH enzymatic activity, activator screen; 91,000 compounds, 0.04% hits; in the data active = activation above about 37%; also: values of inactives mirror those of a sister screen read the other way
# VCAM1 TNFa inh: inhibitors of TNFa-induced VCAM1 expression, primary screen, imaging, HUVEC, TNFa stimulus, immunofluorescence; HUVEC TNFa-induced VCAM-1 immunofluorescence, high-content imaging; 95,000 compounds, 0.48% hits; inhibition, % at 2 µM; AID 802, 2007;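 active = inhibition above the batch mean plus 3 SD, with images confirmed as a hit by eye, cut at about 37% in these data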;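 also: 0% = TNF-stimulated DMSO wells and 100% = unstimulated control wells; not every result past the cut was called active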
# IL1B cytotox: cytotoxicity in IL-1B stimulated HUVEC, primary screen, cytotoxicity control for IL-1B NFkB translocation project, imaging, Hoechst nuclear count, IL-1B stimulus; HUVEC cell count loss; cell count reduction, % at 2 µM; 94,000 compounds, 0.41% hits;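 active = cell count reduction more than 3 SD above the screen-wide mean, cut at about 70% in these data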;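 also: normalized per plate to untreated control cells as the no-loss baseline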
# F-actin modifier: modifiers of F-actin cytoskeleton organization, primary screen, imaging, HUVEC, phalloidin staining, high-content imaging; HUVEC TNFa F-actin phalloidin imaging; AID 836, 2007; inhibition, % at 2 µM; 91,000 compounds, 0.18% hits;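 active = inhibition above the batch mean plus 3 SD and confirmed as a hit by visual image inspection, cut at about 30% in these data, passing the limit was not always enough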; also: strong numbers were not always called active
# * hit, by the source's call; . = not tested or not shown; [ ] = another dose, or the depositor's remark. An excerpt; count on the stated rates, not on these rows.
Molecule	Calb biofilm kill	ERb SRC1 inh	Smad3 FoxH1 inh	sEH inh	TNFa cytotox	sEH activator	VCAM1 TNFa inh	IL1B cytotox	F-actin modifier
O=c1c(-c2ccco2)[n+]([O-])c2ccccc2n1OCc1ccccn1	1.7	0.3	0.4[fluorescence artefact?]	-10.0	-17.2	15.9	11.6	-0.4	7.4
COC(=O)C(C)N(C#N)c1nc(NC(C)C)nc(SC)n1 (stereo unspecified)	6.3	-7.8	21.0[fluorescence artefact?]	-11.3	-30.3	8.2	6.5	1.9	6.7
O=C(Nc1ccc(Cl)cc1)N(Cc1nnc2n1CCCCC2)c1ccccc1	6.0	0.6	2.1[fluorescence artefact?]	-4.8	3.6	3.5	8.8	15.2	-6.2
CC(C)c1nccn1CCC(=O)O	8.4	1.4[fluorescence artefact?]	4.0	1.7	-8.0	-7.2	0.8	-3.0	7.9
COC(=O)c1sc2cc(C(F)(F)F)cnc2c1-c1cccnc1	.	.	.	0.7	4.5	1.6	-4.5	-6.7	1.6
COc1ccccc1/C=C1\SC(=O)N(CCC(=O)NNC(=O)c2ccccc2Cl)C1=O	.	.	.	7.0	-5.5	-6.9	2.2	-24.6	6.5
Cc1cc(C)n(-c2ccc3cccc(NS(C)(=O)=O)c3n2)n1	-1.8	-0.4	0.9	5.2	9.7	-5.0	-1.0	19.0	0.8
O=C(c1cc2ccccc2oc1=O)N(Cc1ccco1)CC1CCCO1 (stereo unspecified)	6.7	-6.0	5.7	-5.8	-1.2	5.9	-8.8	-15.4	5.8
Cn1c(=O)oc2cc(S(=O)(=O)N3CCCC(C(=O)Nc4ccccn4)C3)ccc21 (stereo unspecified)	8.4	-1.6[fluorescence artefact?]	2.5	7.8	-7.3	-4.5	-0.4	-8.8	-7.9
CC1CCCN(C(=O)Cn2nnc(-c3cccnc3)n2)C1 (stereo unspecified)	5.9	-12.2[fluorescence artefact?]	2.5	2.7	-14.2	-3.9	-8.3	-9.2	-3.2
CC(NC(=O)c1nn(C)c(=O)c2ccccc12)c1ccccc1 (stereo unspecified)	11.3	-4.4	9.4	7.3	-15.8	-7.7	14.9	-10.7	11.4
CCn1cc([N+](=O)[O-])c(C(=O)N2N=C3/C(=C/c4cccs4)CCCC3C2c2cccs2)n1 (stereo unspecified)	8.4	4.2	11.1	10.6	-6.4	-8.3	42.3	7.4	6.0
c1ccc(-n2nnnc2OCCOc2nnnn2-c2ccccc2)cc1	.	-0.1	-2.2	10.4	-30.6	-5.6	15.3	93.9*	-11.6
Cc1cc(Nc2ccc(F)cc2Cl)n2nc(C)nc2n1	14.1	9.7	-0.8	.	-36.7	.	4.2	6.0	15.9
Cc1ccc(F)cc1NC(=O)Cc1nn(C)c(=O)c2ccccc12	6.6	-0.9	-0.9	4.5	6.7	-4.0	12.7	-4.8	-16.9
Cc1cc2ncn(/N=C/c3cc(Br)ccc3O)c2cc1C	6.0	0.0	6.7	-8.3	-4.9	10.1	10.3	29.3	-22.7
CCC(C)(C)c1ccc(Oc2ccc(NC(=O)COC(=O)C3=COCCO3)cc2)cc1	.	.	.	20.9	-17.3	-19.0	-5.4	-0.8	-8.8
Cc1ccc(-n2c(C)cc(C(=O)COC(=O)C3=NNC(=O)CC3)c2C)cc1	.	.	.	-4.4	-3.8	3.5	11.1	5.8	-12.3
O=C(c1csc2ccccc12)N1CCN(c2ccccn2)CC1	7.2	-8.8	-2.3	-5.8	-4.2	3.3	-18.2	-38.8	-13.2
CCOC(=O)c1cn(-c2ccc(F)c(F)c2F)c2c(F)c(F)c(F)cc2c1=O	.	.	.	5.8	-15.0	-2.9	-21.0	5.4	0.0
CC(C)Oc1ccc(N2CC(C(=O)Nc3ccc(N4CCOCC4)cc3)CC2=O)cc1 (stereo unspecified)	2.1	8.6	0.1	4.3	.	-2.0	-1.0	-44.0	-4.2
CC1CCC2(CC1)C(Nc1cccc(Cl)c1)=NC(=S)N2CC#N (stereo unspecified)	9.8	1.0[fluorescence artefact?]	2.8	7.5	-28.9	-7.4	1.5	-24.8	14.9
O=C(NCCCN1CCCCCC1)C1CC(=O)N(C2CCCC2)C1 (stereo unspecified)	6.6	20.0[fluorescence artefact?]	12.8	0.1	28.3	-0.5	-0.2	0.3	-32.3
Cc1nnc(SCC(=O)Nc2ccc3c(c2)OCCO3)n1CC1CCCO1 (stereo unspecified)	-0.5	2.5[fluorescence artefact?]	-4.2	-3.2	-2.2	2.4	30.5	-27.9	2.0
CC(C)NS(=O)(=O)c1ccc(OCC(=O)Nc2ccc3c(c2)OCCO3)cc1	7.8	-5.8	-0.8	13.2	-24.4	-10.8	8.2	16.5	9.7
CCOC(=O)c1c(NC(=O)c2ccco2)n(C2CCCCC2)c2nc3ccccc3nc12	15.4	6.0	41.4	1.8	7.2	-2.1	3.6	-18.6	-31.0
Cc1noc(C)c1COC(=O)[C@H](C)NS(=O)(=O)c1ccc(Cl)c(Cl)c1	7.5	-5.7	2.5	-8.9	-5.4	8.5	13.2	8.2	.
CCOc1cc(S(=O)(=O)N2CCN(c3ccc(F)cc3)CC2)c(OCC)cc1-n1cnnn1	10.6	-0.4	6.7	-25.7	-0.9	25.1	-19.7	5.1	-23.2
O=C(Nc1ccccc1C(=O)NCCCn1ccnc1)c1ccc(Cl)cc1Cl	9.1	-5.5	0.0	0.9	-33.7	-0.9	24.4	-33.0	8.5
Cc1ccc(C(=O)Nc2nccs2)cc1S(=O)(=O)N1CCCCC1	2.3	0.0[fluorescence artefact?]	14.7	.	-21.3	.	0.7	-20.0	10.2
O=C(O)c1ccc(CSc2nnnn2C2CCCCC2)cc1	9.3	2.7	8.3	7.1	-11.1	-7.5	29.0	-4.3	-6.4
CCCNC(=O)C(NS(=O)(=O)c1ccc2c(c1)c(=O)n(C)c(=O)n2C)c1ccccc1 (stereo unspecified)	1.1	-5.3	1.2	.	-10.4	.	16.6	2.7	0.1
CC(OC(=O)c1snc(C(=O)NC2CCCCC2)c1N)C(=O)NC1CCCCC1 (stereo unspecified)	5.8	-9.5[fluorescence artefact?]	-2.6	22.5	.	-18.6	.	-44.3	.
CC(C)(C)n1nnnc1C(c1ccc(C(F)(F)F)cc1)N(Cc1ccccc1)Cc1ccco1 (stereo unspecified)	7.6	-5.3	12.8	12.9	-9.6	-13.2	3.5	-14.7	14.4
COc1ccc(C2CC(c3ccccc3)=NN2c2ccc(/C=N/NC(=O)c3ccncc3)cc2)cc1 (stereo unspecified)	.	.	.	10.5	-10.2	-8.0	11.7	-56.4	-1.6
COC(=O)C1C(c2ccccc2)C(C(=O)OCc2ccco2)C1c1ccccc1 (stereo unspecified)	8.2	-4.4	-1.1	-4.1	-5.4	4.1	-12.9	-17.7	-0.8
Cc1cc(-n2c(C)cc(C(=O)COC(=O)CN=C3NS(=O)(=O)c4ccccc43)c2C)no1	.	.	.	4.7	-12.5	-4.8	5.2	-26.8	7.4
Cc1ccc(Cn2c(SCCN3CCCCC3)nc3c2c(=O)n(C)c(=O)n3C)cc1	4.2	-7.5	-7.9	0.1	-9.3	-0.3	1.3	13.5	5.0
COC(=O)C1=C(C)OC(N)=C(C#N)C1c1ccc(OC)c(CSc2ccccn2)c1 (stereo unspecified)	.	.	.	-16.9	-10.7	13.4	8.2	2.6	1.4
COc1cccc(NC(=O)c2nnn(CCc3ccccc3)c2N)c1	10.9	18.9	7.0	.	-31.2	.	8.0	-7.6	-13.0
Cn1nc(C(F)(F)F)c(C#N)c1N1CCN(c2ccccc2)CC1	10.8	-2.0	2.1	2.7	-2.4	0.4	-10.3	-7.9	-12.2
CCCOc1ccc(N2CC(C(=O)Nc3ncccc3C)CC2=O)cc1 (stereo unspecified)	9.8	-0.6[fluorescence artefact?]	4.3[fluorescence artefact?]	-6.3	-13.1	6.5	13.8	7.4	-5.4
N#Cc1c(-c2ccccc2)ccn(Cc2cccc(Cl)c2)c1=O	.	.	.	10.4	19.0	-8.3	24.4	-15.1	-0.3
Cc1cc(C)cc(NC(=O)C/C(N)=N/O)c1	.	.	.	5.9	13.2	-3.7	0.7	-11.4	-2.3
CCOC(=O)c1nnn(CC(=O)N2N=C(c3cccc4ccccc34)CC2c2ccccc2)c1C(=O)OCC (stereo unspecified)	3.2	-2.3[fluorescence artefact?]	0.5	-1.8	7.4	4.4	32.5	12.3	-0.8
CC(C)CNC(=O)COC(=O)CCC(=O)c1ccc(F)cc1	.	.	.	0.2	-16.6	-1.9	4.4	5.2	-9.0
CCn1c(-c2nonc2NC(=O)c2ccccc2)nc2ccccc21	.	.	.	2.7	-1.3	0.0	18.9	0.7	-16.0
c1ccc(CSC2=NCCCN2)cc1	7.3	-13.0	-20.6	-15.7	5.3	13.6	2.5	-5.3	.
O=C(O)c1cc2c(ccc3ccccc32)o1	.	.	.	-1.6	17.4	-1.6	-2.1	-5.2	18.6
CCN(CC(=O)N1CCOCC1)S(=O)(=O)c1ccc(C)cc1	.	-5.2	1.5	3.0	-4.5	2.2	-2.8	-4.4	-11.3
O=C(CCc1ccccc1)Nc1nnc(-c2ccc3c(c2)CCCC3)o1	9.8	8.0[fluorescence artefact?]	-5.0	-3.8	-18.5	7.6	-6.6	-3.7	15.1
C=CCn1c(SCC(=O)Nc2ccccc2C)nnc1-c1ccncc1	1.4	4.6[fluorescence artefact?]	-7.1	8.2	-24.3	-8.0	-10.4	-61.5	15.0
O=C(O)CCC(=O)Nc1ccc(C(=O)OC2CCCCC2)cc1	3.2	2.7[fluorescence artefact?]	-3.8	-6.0	-5.3	7.1	-14.0	-62.8	.
CCN(CC)c1nc2ccccc2c(N)c1-c1ccccc1	4.7	-8.7	8.7	5.0	-27.6	-1.7	15.1	21.6	28.4
CN(C)CCCN1C(=O)c2oc3ccccc3c(=O)c2C1c1cccs1 (stereo unspecified)	3.7	4.9	2.6	-5.9	-38.5	7.5	4.2	-17.1	6.3
CCC(CC)C(=O)Nc1c2c(nn1-c1ccc(OC)cc1)CS(=O)(=O)C2	1.7	1.1[fluorescence artefact?]	2.9	3.8	-25.3	-2.9	-14.0	-43.1	.
Cc1cc(=O)n2nc(N3CCCC(C(=O)N4CCc5ccccc54)C3)sc2n1 (stereo unspecified)	7.3	-25.7[fluorescence artefact?]	12.5	-6.6	-0.4	5.9	10.7	8.6	2.1

# 2 successive entries already listed, for reference:
Molecule	Calb biofilm kill	ERb SRC1 inh	Smad3 FoxH1 inh	sEH inh	TNFa cytotox	sEH activator	VCAM1 TNFa inh	IL1B cytotox	F-actin modifier
Cn1nc(C(F)(F)F)c(C#N)c1N1CCN(c2ccccc2)CC1	10.8	-2.0	2.1	2.7	-2.4	0.4	-10.3	-7.9	-12.2
CCCOc1ccc(N2CC(C(=O)Nc3ncccc3C)CC2=O)cc1 (stereo unspecified)	9.8	-0.6[fluorescence artefact?]	4.3[fluorescence artefact?]	-6.3	-13.1	6.5	13.8	7.4	-5.4
